Assay outcomes as filed in PubChem BioAssay.
mcGAS MS inh = inhibitors of Mus musculus cyclic GMP-AMP synthase, initial high-throughput assay, cell-free, RapidFire MS. Q8C6L5. recombinant mouse cGAS, cGAMP by RapidFire MS. AID 1259397, 2018. inhibition, % at 12.5 µM. 130,000 compounds, 0.18% hits;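 active = inhibition of cGAS enzyme activity at or above 60%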;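 also: enzyme stimulated by 45 bp dsDNA with ATP and GTP substrates; cGAMP share of summed cGAMP plus half ATP and half GTP signals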
Target sequence (Q8C6L5 whole entry, looked up): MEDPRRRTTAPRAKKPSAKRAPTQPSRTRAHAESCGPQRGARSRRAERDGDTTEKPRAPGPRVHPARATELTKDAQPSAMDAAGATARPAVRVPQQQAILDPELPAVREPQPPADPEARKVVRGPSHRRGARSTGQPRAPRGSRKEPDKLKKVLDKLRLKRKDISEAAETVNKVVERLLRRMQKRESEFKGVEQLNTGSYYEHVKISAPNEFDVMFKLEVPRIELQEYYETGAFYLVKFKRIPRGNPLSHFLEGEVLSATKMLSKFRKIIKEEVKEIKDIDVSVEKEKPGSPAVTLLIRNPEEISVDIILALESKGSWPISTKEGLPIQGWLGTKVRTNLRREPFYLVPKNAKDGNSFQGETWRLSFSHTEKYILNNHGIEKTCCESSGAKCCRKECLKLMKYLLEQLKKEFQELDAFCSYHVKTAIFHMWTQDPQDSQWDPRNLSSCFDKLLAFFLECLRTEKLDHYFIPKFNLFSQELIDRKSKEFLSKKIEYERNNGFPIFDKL
* hit, by the source's call; & = joins results of further samples.

SMILES | mcGAS MS inh
COc1ccc(-c2csc3nc(CNCc4ccco4)[nH]c(=O)c23)cc1OC | -4
Cc1nc2ccc(N=NC(C(=O)Nc3cccnc3)=C(O)c3ccccc3)cc2s1 | -5
Cn1cc(CN2CCCN(C(=O)c3ccco3)CC2)c(-c2ccc(C3CCCCC3)cc2)n1 | -3
CC1CCN(CC(=O)Nc2cccc(S(N)(=O)=O)c2)c2cc(Cl)ccc2S1 (stereo unspecified) | 4
CC(Cn1ccnc1C1CCN(C(C)C)CC1)Oc1cccnc1 (stereo unspecified) | 8
Cc1ccccc1CC(=O)OCc1ccn(C)c(=O)c1 | -5
Cc1nc(-c2ccncc2)nc(-n2cnnc2S(C)=O)c1C (stereo unspecified) | -11
Cc1cc(C)n(CCc2nc3cc(NC(=O)NC4CCCCC4)ccc3n2C)n1 | -3
CCS(=O)(=O)N1CCOC(Cc2cccc(F)c2)C1 (stereo unspecified) | -4
CNC(=O)C(C)SCc1ccc(Br)cc1 (stereo unspecified) | -1
CC(C)CCCC1CN(C(=O)CN2CCCCC2=O)CCO1 (stereo unspecified) | -8
CCOC(=O)c1nn(-c2ccc(C)cc2)c(=O)cc1OCc1cccc(C)c1 | -5
COc1ccc(C2=C(C(C)=O)Sc3nnc(C)n3N2C(C)=O)cc1 | -2
COc1ccccc1C(=O)Oc1ccccc1/C=N\n1c(=O)c(C(C)(C)C)nn2cnnc12 | -4
CS(=O)(=O)c1ccc(NC(=O)CCCc2c[nH]c3ccccc23)cn1 | 1
Cc1cc(C)n(C(=O)OCc2ccccc2)n1 | -13
CCSCCOC(=O)C1=C(C)N(C)C(=O)NC1c1ccccc1Cl (stereo unspecified) | -2
COCC(C)n1c(C)cc(C2=NNC(=Nc3ccc(F)cc3F)SC2)c1C (stereo unspecified) | -12
CNc1cc(N2CCCC2CNCc2c(C)nn(C)c2Cl)ncn1 (stereo unspecified) | -9
CC1(O)CC2C(CC1O)C2(C)C (stereo unspecified) | 1
CC(C)C(O)CCNC(=O)c1sccc1OC(F)F (stereo unspecified) | 0
O=C(CCC(F)(F)F)N(CCN1CCCCC1)CC1CCCN(C2CCCC2)C1 (stereo unspecified) | 1
CCc1nc2c(s1)C(N(C)C(=O)C1CC1c1ccco1)CCC2 (stereo unspecified) | -44
O=c1[nH]c(-c2ccccc2)nc2sc(-c3ccccc3)cc12 | -4
CC(=O)c1ccc(Cl)s1 | -5
Nc1ccc(S(=O)(=O)Nc2cnc3ccccn23)cc1 | -9
CSC(C)C(=O)Nc1ccc(C(=O)N2CCc3ccccc32)cc1 (stereo unspecified) | -7
Cc1ccccc1-c1cccc(C(=O)NC(C)c2cnn(C)c2)c1 (stereo unspecified) | -29
COc1ccc(NCc2c(C)noc2C)cc1OCC1CCCO1 (stereo unspecified) | 0
Cc1nnc(NC(=O)CSc2nnc(CNC(=O)c3ccco3)n2-c2ccc([N+](=O)[O-])cc2)s1 | -6
O=C(NCCc1nnc2n1CCC2)c1cc2c(s1)CCCC2 | 2
N#CCCN1CCN(S(=O)(=O)c2ccc(S(=O)(=O)NC3CC3)cc2)CC1 | 11
Cc1onc(-c2ccccc2)c1C(=O)N1CCN(c2ccc([N+](=O)[O-])cc2)CC1 | -4
O=C(CCS(=O)(=O)c1ncccc1Cl)Nc1ccc(F)cc1 | -15&-4
C=CCn1c(SCCc2ccccc2)nc2c1c(=O)n(C)c(=O)n2C | 0
CCc1c(C(=O)N2CCc3ccc(F)cc32)cnn1-c1ccccn1 | 6
NC(=O)COc1ccc(C(=O)NNC(=O)CN2c3cccc4cccc(c34)S2(=O)=O)cc1 | -2
CC1CCN(Cc2nnnn2CCCC(=O)NC(c2ccccn2)C(F)(F)F)CC1 (stereo unspecified) | -1
CCN[C@H]1C[C@H](C)S(=O)(=O)c2sc(S(N)(=O)=O)cc21 | -2
CCOC(=O)C1(C)CCCCCN1C(=O)c1ccc(OC)cc1 (stereo unspecified) | 1
CC(=O)NCCc1cn(-c2ccc(-c3ncc(C)cn3)cc2)cn1 | -7
CC1CCc2c(sc3nc(/C(C#N)=C/c4ccc(OC(F)F)cc4)[nH]c(=O)c23)C1 (stereo unspecified) | 0
C/C(=N/NC(=O)CSCc1cc(C)cc(C)c1)c1ccc(Br)cc1 | -9
COc1ccc(C(=O)N2CCCC(Nc3cc(C)ccc3F)C2)cc1 (stereo unspecified) | -3
CCSc1nnc(NC(=O)CSc2nnc(CNC(=O)c3c(F)cccc3Cl)n2-c2ccccc2OC)s1 | -1
CC1CCC(C(C)C)C(OCC(=O)Nc2ccc3[nH]c(=O)[nH]c3c2)C1 (stereo unspecified) | 2
Cc1sc(NC(=O)CC2(CC(=O)O)CCCCC2)c(C#N)c1C | -8
CCC1CN(Cc2cncn2CC(C)C)CCC(=O)N1Cc1ccccc1 (stereo unspecified) | -27
CCCn1cc(CN2CCN(Cc3ccc(OC)c(C)c3)C(CCO)C2)c(C)n1 (stereo unspecified) | -7
CC(C)(C)c1nc(CN2CCC(c3ccccc3C(=O)O)C2)no1 (stereo unspecified) | -10

Seven neighbouring entries already listed:
SMILES | mcGAS MS inh
COc1ccc(C(=O)N2CCCC(Nc3cc(C)ccc3F)C2)cc1 (stereo unspecified) | -3
CCSc1nnc(NC(=O)CSc2nnc(CNC(=O)c3c(F)cccc3Cl)n2-c2ccccc2OC)s1 | -1
CC1CCC(C(C)C)C(OCC(=O)Nc2ccc3[nH]c(=O)[nH]c3c2)C1 (stereo unspecified) | 2
Cc1sc(NC(=O)CC2(CC(=O)O)CCCCC2)c(C#N)c1C | -8
CCC1CN(Cc2cncn2CC(C)C)CCC(=O)N1Cc1ccccc1 (stereo unspecified) | -27
CCCn1cc(CN2CCN(Cc3ccc(OC)c(C)c3)C(CCO)C2)c(C)n1 (stereo unspecified) | -7
CC(C)(C)c1nc(CN2CCC(c3ccccc3C(=O)O)C2)no1 (stereo unspecified) | -10

(cont.)
SMILES | mcGAS MS inh
O=C(NCC1CCCO1)C1CCN(C2CCN(C(=O)CCC3CCCCC3)CC2)CC1 (stereo unspecified) | -10&-1
CC(C)c1nc(CNc2nccc(CCC(F)(F)F)n2)cs1 | -15
Cc1ccc(O)c(CN2CCCn3cccc3C2c2ccc([N+](=O)[O-])cc2)c1 (stereo unspecified) | -1
COc1ccccc1Nc1cc(N2CCOCC2)c2nonc2c1[N+](=O)[O-] | 2
Cc1cn(CCCO)c(=O)[nH]c1=S | -12
O=C(O)c1ccc(O)c(-c2ccccc2)c1 | 3
CCCCN1CCN(C(=O)Cc2ccccn2)CC1=O | -8
CC1CN(C(=O)c2ccn[nH]2)CC(c2ccc(F)cc2)O1 (stereo unspecified) | -11
O=c1c2cc3c(=O)n(-c4ncn[nH]4)ccc3nc2ccn1Cc1ccccn1 | -1
O=C(NCC1CCCN(C(=O)c2ccoc2)C1)c1ccc(F)cc1 (stereo unspecified) | -9
COc1ccc(Cl)cc1NC(=O)Nc1ccn(Cc2c(F)c(F)c(F)c(F)c2F)n1 | -48
O=C(c1cc(F)cc(F)c1)N(Cc1ccccc1)CC(O)c1ccsc1 (stereo unspecified) | -9
O=C(N(Cc1ccccn1)Cc1ccco1)C1(c2ccccc2)CCOCC1 | -5
N=C1C(c2ccccc2)C(=O)CN1c1cccc(F)c1 (stereo unspecified) | 3
COc1ccc(OC)c(S(=O)(=O)n2ccnc2-c2ccccc2)c1 | -5
O=S(=O)(Nc1ccc(-n2cnnn2)cc1)c1ccc(OC(F)(F)F)cc1 | -9
CC(C(=O)NC(C)(C#N)C(C)C)N1CCCc2ccccc21 (stereo unspecified) | -2
Cc1nccnc1-c1ccc(-c2ccn[nH]2)cc1 | 6
FC(F)(F)c1cccc(N2CCN(Cn3nc(-c4ccncc4)oc3=S)CC2)c1 | -3
CCN(CC1CCCO1)C(=O)CCc1nnc(Cc2c[nH]c3ccccc23)o1 (stereo unspecified) | -3

4 of these compounds in a different format:
Structure	mcGAS MS inh
COc1ccc(Cl)cc1NC(=O)Nc1ccn(Cc2c(F)c(F)c(F)c(F)c2F)n1	-48
O=C(c1cc(F)cc(F)c1)N(Cc1ccccc1)CC(O)c1ccsc1 (stereo unspecified)	-9
O=C(N(Cc1ccccn1)Cc1ccco1)C1(c2ccccc2)CCOCC1	-5
N=C1C(c2ccccc2)C(=O)CN1c1cccc(F)c1 (stereo unspecified)	3

More entries follow:
SMILES | mcGAS MS inh
CC1=C(C(=O)OC(C)C)C(c2ccccc2[N+](=O)[O-])C2=C(CCCC2=O)N1 (stereo unspecified) | 1
CC1(C)C(c2ccccc2)=NC(c2ccccc2)=[N+]1[O-] | -17
CCOC(=O)CCn1c(=O)c2c(nc3n(C(C)CC)c(C)c(C)n23)n(C)c1=O (stereo unspecified) | 3
COCOc1cccc(CN2CCC2(C)C(=O)Nc2ccc(C)c(O)c2)c1 (stereo unspecified) | -7
CC1=C(C(=O)Nc2ccccc2C)C(c2cccnc2)n2nc(SCc3ccccc3)nc2N1 (stereo unspecified) | -9
CC1(C(=O)Nc2cccc(Oc3ccccc3)c2)CCN1Cc1cc2ccccc2o1 (stereo unspecified) | -14
O=C(CN1CCOC1=O)N1CCCC(N2CCN(Cc3ccc4c(c3)OCO4)CC2)C1 (stereo unspecified) | -10&-4
CCC(O)C1CCN(c2ccc(-c3ccccc3OC)nn2)CC1 (stereo unspecified) | -13
Cc1ccc(NC(=O)CN(C)C(=O)c2cccc(F)c2)nc1 | -5
O=C(C1=C2SC=C(c3ccc(Br)cc3)N2CC1)c1cncc(Br)c1 | -6
O=[N+]1C=C(c2cccc(C(F)(F)F)c2)N([O-])C2CCCCC21 (stereo unspecified) | -12
COc1cccc(C(Nc2ncc(Br)cn2)C(C)(C)C)c1 (stereo unspecified) | -29
O=C(CCc1nnc(-c2ccc3c(c2)OCO3)o1)N1CCN(C(=O)c2cccs2)CC1 | -2
O=C1NCCCCC1n1nnc(-c2ccc(F)cc2)n1 (stereo unspecified) | -4
CCn1nc(C)c(CN2CCC(n3nccc3NC(=O)Cc3ccccc3)CC2)c1C | -1
CCN(Cc1nc2ccccc2c(=O)[nH]1)C(=O)C=Cc1cccc2ccccc12 | -3
Cc1cccc2[nH]c(CCN(C)C(=O)CC3C(=O)NCCN3CC(C)C)nc12 (stereo unspecified) | -5
CC(C)(C)C(=O)Nc1nc(CC23CC4CC(CC(C4)C2)C3)cs1 | 57
N#CC1C(=N)Oc2cc3c(cc2C1c1ccc(Cl)cc1)OCO3 (stereo unspecified) | -15
CCN(CC)C(=O)[C@@H]1C[C@@H](N)CN1S(=O)(=O)N1CCOCC1 | -22
CC(=O)Nc1cccc(C(C)NC(=O)Nc2ccccc2N2CCCCC2)c1 (stereo unspecified) | -22
O=C(Nc1ccc2ccccc2n1)C1CC2CCC1C2 (stereo unspecified) | -8
Cc1noc(C)c1CCCNC(=O)c1ccc(-c2ccncc2)nc1 | -3
COc1ccc(NC(=O)c2cn(C)nc2OC)cc1 | -27
Cc1cc(C)c(S(N)(=O)=O)cc1N(C)S(C)(=O)=O | -58
COc1ccccc1S(=O)(=O)Nc1nc(SC(C)C)n[nH]1 | 1
Cc1cccc(Cn2c(=O)c3c(nc4n(CCCN5CCOCC5)c(C)c(C)n34)n(C)c2=O)c1 | -4
CCCc1cc(CN(C)C(=O)CC2C(=O)NCCN2Cc2ccccc2C)[nH]n1 (stereo unspecified) | -11&-8
Cc1c(C#N)c2nc3ccccc3n2c(=O)c1=CNc1ccc2c(c1)OCO2 | 2
COc1ccc(NC(=O)C2(C)CCN(C)C2)cc1OC (stereo unspecified) | -7
O=C(CC(=O)N1CCCC1)N1CCCC1 | -34
Cc1ccc(OCCCOc2ccc(CO)nc2)cc1C | -5
O=C(Nc1ccc(Cl)c(Cl)c1)c1occc1COc1ccccc1 | -5
COc1ccc(-n2c(C3CC3)n[nH]c2=S)cc1 | -6
CCC(C)NC(=O)c1c(C)nn(-c2ccc(F)cc2)c1C (stereo unspecified) | -5
Cc1ccccc1C(=O)Nc1ccc2c(c1)S(=O)(=O)N=C(c1ccco1)N2c1ccc(F)cc1 | -7
Cc1ccc2nc(Nc3nc(C)cc(-c4ccccc4)n3)[nH]c(=O)c2c1 | -5
CONC(=O)c1ccc(CNC(=O)C23CC4CC(CC(C4)C2)C3)cc1 | 12
CC(C)/C=C/C(=O)N1CCC(N2CCC(C(=O)NCC3CCCO3)CC2)CC1 (stereo unspecified) | -11
CCc1cc2c(-c3nn4c(-c5ccc(OC)c(OC)c5)nnc4s3)csc2s1 | -10

As entered above:
mcGAS MS inh result of COCOc1cccc(CN2CCC2(C)C(=O)Nc2ccc(C)c(O)c2)c1 (stereo unspecified) reads -7
mcGAS MS inh result of CC1CN(C(=O)c2ccn[nH]2)CC(c2ccc(F)cc2)O1 (stereo unspecified) reads -11

(next part)
SMILES | mcGAS MS inh
Cc1cc(C(=O)N(Cc2ccco2)c2nc3c(F)cccc3s2)n(C)n1 | -8
CN(Cc1nc(-c2cccnc2)no1)C(=O)CC1COCCN1 (stereo unspecified) | -2
O=C(NCc1ccco1)N(C(=O)c1c2c(nc3ccccc13)CCNC2)c1ccccc1 | -5
COc1ccc(CN2CCCC(CNC(=O)c3ccc(F)cc3)C2)c(F)c1 (stereo unspecified) | -5
CCN1/C(=C\C=C(\C#N)C(=O)Nc2ccccc2)C=Cc2cc(C)ccc21 | -5
CCCCCCn1c(CN2CCCCC2CC)nc2c1c(=O)n(C)c(=O)n2C (stereo unspecified) | -6
CC(C)N(Cc1ccccc1)CC(O)COCc1ccccc1Cl (stereo unspecified) | -8
C[N+]1(C)C2CC(OC(=O)[C@@H](CO)c3ccccc3)CC1C1OC12 (stereo partly specified) | -36&1
CN1CCN(c2ncnc3c2nc2n3CCCCC2)CC1 | -3
Cc1cccc2c1C(NC(=O)Cc1c(C)nn(-c3ccccc3)c1C)C(=O)N2 (stereo unspecified) | -2
CC(C)c1nnsc1CN1C[C@H]2C[C@H](O)[C@@H](O)C[C@H]2C1 | -12
Cc1cc(C(F)(F)F)c(C#N)c(SCC(=O)NC2CC2)n1 | -1
CC(C)n1cnnc1CN(C)C(=O)c1ccc(CSc2ncccn2)o1 | 5

A portion of the library; rates above refer to the full screens.
